Bioassay records (PubChem)
TbPYK inhibitor: blocks Trypanosoma brucei pyruvate kinase | 410,000 compounds, 0.12% hits | TbPYK enzyme, Kinase-Glo Plus ATP luminescence, 45 min | Q57TT1 | AID 624173 | Potency, µM (top dose mostly 76.8 µM), inactives show at the top dose activity, negative = inhibition, usual class: inhibitors; note: nearly all actives have a fitted effect of over 50% in size
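Enzyme and substrate buffer are dispensed first and compound is pin-transferred. ADP at 130 uM final then starts the reaction, which runs 45 min at room temperature. Detection reagent is added for 10 min before luminescence is imaged.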
HCV inhibitor: HCV inhibition; Huh7.5.1 HCVcc-Cre infection, luciferase reporter, 44 h; Potency, µM (doses to about 41.8 µM), inactives show at the highest dose activity change, negative = inhibition, most hits filed as inhibitors; 340,000 compounds, 3.4% hits; AID 651820
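Infectious HCVcc-Cre (~0.5 moi) was added to cells just after compound, with cells seeded 4 h earlier at 1,000 per well. Luciferase activity after 44 h culture reported infection; substrate was incubated 15 min at room temperature before reading.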
* = called active by the depositor; ? = inconclusive; [ ] = dose if it differs, or a comment. Calls come from the whole dose curve; as a rule, active = well fitted curve in the direction sought with a large enough effect; inconclusive = small, poorly fitted or top-dose-only effect, or another doubt; inactive = no such curve, though single readings can be large; an effect the other way counts as inactive or inconclusive. % is set by controls: 0 for no effect and ±100 for the full control effect; potency is the fitted concentration of half-maximal effect.

SMILES | TbPYK inhibitor | HCV inhibitor
CC(=O)Nc1ccc(NC(=O)c2c(C)c(-c3ccccc3)nc3ccccc23)cc1 | 6% | 16%
OCC1=C[C@@H](O)C2C=CO[C@@H](O[C@@H]3O[C@H](CO)[C@@H](O)[C@H](O)[C@H]3O)C12 (stereo partly specified) | 6% | 16%
CCNC1CCC(Nc2ccnc3cc(Cl)ccc23)CC1 (stereo unspecified) | -7% | 13µM*
Cc1ccc(N2C(=O)CCC2=O)c(C)c1 | -2% | 11%
Cc1ccc(-c2nnn(CC(=O)N(CC(=O)NC3CCCCC3)c3cnc4ccccc4c3)n2)o1 | 4% | -21%
N/C(=N\NS(=O)(=O)c1ccccc1Cl)c1ccccn1 | -7% | 19%
CC[C@H](C)[C@H]1CNC(=S)N1CC1CCN(CC2CCC(C)CC2)CC1 (stereo partly specified) | 5% | ?
CCSC(=Nc1ccccc1)N1CCOCC1 | 1% | -7%
CN(Cc1ccccc1)C(=O)Nc1ccc(Cl)cc1 | 3% | ?
CCn1c(=O)c(C(=O)Nc2cccnc2)c(O)c2ccccc21 | -1% | -2%
O=C(Nc1ccc(Br)c(Br)c1)C1CCCO1 (stereo unspecified) | 1% | 21%
Cc1cccc(OCc2nnc(SC(C)C(=O)Nc3ccc(N4CCOCC4)cc3)o2)c1 (stereo unspecified) | -22% | 9%
CCCCC[C@@H]1C=C(C(=O)O)[C@H](c2ccc(F)cc2)N1S(=O)(=O)c1ccc(C)cc1 | -2% | 36%[activator]
O=[N+]([O-])c1ccc(COc2ccccc2CN2CCCCC2)cc1 | 2% | ?
O=C(O)c1ccc([N+](=O)[O-])c2c1C(=O)c1ccccc1C2=O | 3% | 16%
c1ccc2cc(N3CCCCC3)ccc2c1 | 11% | 14%
CC(=O)c1ccc(OCCCC(=O)OCC(=O)N2CCN(S(=O)(=O)c3ccc(C)cc3C)CC2)cc1 | 0% | 21%
O=C(NCC(=O)N(c1ccccc1)C(C(=O)NC1CCCC1)c1ccncc1)c1ccco1 (stereo unspecified) | -23% | 9%
Fc1ccc2cnc(CCO[C@H]3CCCCO3)cc2c1 | 5% | 19%
O=S(=O)(N[C@H](CO)Cc1ccccc1)c1ccc(Br)cc1F | -3% | ?
Cc1ccc2c(c1)C(=O)C(=O)N2Cc1ccc(Cl)cc1 | -10% | ?
CCCn1nc(C(=O)NNC(=O)c2ccc(C)c(C)c2)c2ccccc2c1=O | -5% | 13%
O=C(NC(Cc1ccc(O)cc1)C(=O)N=Nc1c(O)[nH]c2ccccc12)c1ccccc1 (stereo unspecified) | -4% | 15%
O=[N+]([O-])CC(c1ccccc1)c1c[nH]c2ccccc12 (stereo unspecified) | -2% | ?
N#CC1(Nc2ccc(S(N)(=O)=O)cc2)CCCC1 | -2% | 27%

The final 3 entries of the section before lead into the next.
SMILES | TbPYK inhibitor | HCV inhibitor
O=C(NC(Cc1ccc(O)cc1)C(=O)N=Nc1c(O)[nH]c2ccccc12)c1ccccc1 (stereo unspecified) | -4% | 15%
O=[N+]([O-])CC(c1ccccc1)c1c[nH]c2ccccc12 (stereo unspecified) | -2% | ?
N#CC1(Nc2ccc(S(N)(=O)=O)cc2)CCCC1 | -2% | 27%
CCN(C(=O)CSc1nc2ccc([N+](=O)[O-])cc2s1)c1c(N)n(Cc2ccccc2)c(=O)[nH]c1=O | 2% | ?
COc1ccccc1NS(=O)(=O)c1ccc(C)c(C(=O)N2CCN(c3ccc(O)cc3)CC2)c1 | ? | 6%
O=c1[nH]c(=O)c2[nH]c(=S)[nH]c2[nH]1 | ? | 12%
Clc1cc(/C=N\NC2=NCCN2)cc(Cl)n1 | -1% | -6%
O=C(CNC(=O)c1ccccc1Cl)NCCc1cccs1 | -2% | 14%
CC1(C)CC2CC(C)(CN2C(=O)COC(=O)c2ccc(O)cc2O)C1 (stereo unspecified) | 4% | -13%
COc1ccc(S(=O)(=O)N2CCOC2CNC(=O)C(=O)NCc2ccc3c(c2)OCO3)cc1 (stereo unspecified) | -9% | ?
COP(=O)(NC(C)=O)SC (stereo unspecified) | 1% | ?
CCCCn1c(N)c(N(CCC(C)C)C(=O)COC(=O)c2ccc([N+](=O)[O-])s2)c(=O)[nH]c1=O | -8% | ?
O=C(NCC1CCCCC1)NCC1CCCCC1 | 0% | 21%
COC(=O)C1CCN(C(=O)c2ccc(Cl)c(S(=O)(=O)NCc3ccco3)c2)CC1 | 2% | 1%
O=C1CC2(CCCCC2)CC(=O)N1CCc1ccccc1 | 13% | 6%
O=C1NC(=O)C2(CCCc3ccc(N(CCCl)CCCl)cc32)N1 (stereo unspecified) | 6% | ?
CCOC(=O)C1=C(C)N(Cc2ccccc2)C(=O)NC1c1ccccc1OS(=O)(=O)c1ccccc1[N+](=O)[O-] (stereo unspecified) | -1% | ?
O=C(COC(=O)CNC(=O)c1ccccc1F)Nc1ccc(Cl)cn1 | -2% | 10%
CCCC(=O)N1CCCC(C(=O)c2cccc(OC(C)C)c2)C1 (stereo unspecified) | -8% | -22%
O=C(Nc1ccc(Nc2ccccc2)cc1)c1ccc(Cl)cc1Cl | 1% | ?
O=C(c1ccccc1Cl)N1CCN(c2ncccn2)CC1 | -5% | 12%
O=C(CNc1cc(S(=O)(=O)N2CCOCC2)ccc1N1CCCC1)Nc1ccc(Cl)cc1 | 1% | -26%
C#CCOCCOCCOCCNc1nc(N2CCN(C(=O)[C@H](CO)n3cc([C@@H](N)C(C)C)nn3)CC2)nc(N2CCN(C(=O)[C@H](CCC(=O)O)n3cc([C@@H](N)CCCCN)nn3)CC2)n1 | 6% | -3%
CCOc1ccccc1Nc1nnc(SCC(=O)N(C)C2CCS(=O)(=O)C2)s1 (stereo unspecified) | 2% | -18%
CCCCC(=O)c1ccc(O)cc1O | -16% | 7%
COc1ccc(C(=O)c2ccc(Br)cc2)c(OC)c1OC | -2% | -3%
CCC(C)C(N)C1=NC(C(=O)N[C@@H](CC(C)C)C(=O)N[C@H](CCC(=O)O)C(=O)N[C@H](C(=O)N[C@H]2CCCCNC(=O)[C@H](CC(N)=O)NC(=O)[C@@H](CC(=O)O)NC(=O)[C@H](Cc3cnc[nH]3)NC(=O)[C@@H](Cc3ccccc3)NC(=O)[C@H]([C@@H](C)CC)NC(=O)[C@@H](CCCN)NC2=O)[C@@H](C)CC)CS1 (stereo partly specified) | 6% | 22%
N#CCC(CNc1ncc(C(F)(F)F)cc1Cl)OC(=O)c1c(F)cccc1F (stereo unspecified) | 5% | 9%

Exported with each value named: part of the list above.
COc1ccccc1NS(=O)(=O)c1ccc(C)c(C(=O)N2CCN(c3ccc(O)cc3)CC2)c1
- TbPYK inhibitor = ?
- HCV inhibitor = 6%

CCC(C)C(N)C1=NC(C(=O)N[C@@H](CC(C)C)C(=O)N[C@H](CCC(=O)O)C(=O)N[C@H](C(=O)N[C@H]2CCCCNC(=O)[C@H](CC(N)=O)NC(=O)[C@@H](CC(=O)O)NC(=O)[C@H](Cc3cnc[nH]3)NC(=O)[C@@H](Cc3ccccc3)NC(=O)[C@H]([C@@H](C)CC)NC(=O)[C@@H](CCCN)NC2=O)[C@@H](C)CC)CS1 (stereo partly specified)
- TbPYK inhibitor = 6%
- HCV inhibitor = 22%

The results go on.
SMILES | TbPYK inhibitor | HCV inhibitor
CC(Oc1ccccc1)C(=O)N1CCC2(CC1)Oc1ccc(F)cc1C(=O)C21CC(c2ccccc2)=NO1 (stereo unspecified) | -9% | -9%
COC1CCC(OC2CC(C3(C)CCC4(CC(O)C(C)C(C(C)/C=C(\C)C(=O)C(C)CC(C)C(=O)O)O4)O3)OC3(OC(C4OC(O)(CO)C(C)CC4C)CC3C)C2C)OC1C (stereo unspecified) | 1% | 0.32µM*
CCOc1ccccc1OCCCC(=O)Nc1cc(S(=O)(=O)N2CCOCC2)ccc1OC | 2% | ?
COc1ccc(C2=CC(=O)CC(c3ccc(F)cc3)C2)cc1 (stereo unspecified) | 3% | ?
CC(C)(C(=O)c1ccccc1)/[N+]([O-])=C/c1ccccc1 | 12% | 11%
CC(C)NC(=O)N(C)C[C@H]1Oc2ccc(NS(=O)(=O)c3ccc(F)cc3)cc2C(=O)N([C@H](C)CO)C[C@@H]1C | 1% | 20%
COc1ccc([N+](=O)[O-])cc1C(=O)NC1CCN(Cc2ccccc2)CC1 | 5% | -6%
COc1ccc(C(=O)OCC(=O)NC2CC2)cc1F | 5% | 2%
Cc1cc(Nc2ccccc2)cc(=O)n1C | 1% | -1%
O=C(CSc1nnc(-c2ccccc2F)o1)NC1CC1 | 0% | 3%
C[C@H]1CCC[C@@]2(O[C@@H](CCO)C[C@H](O)[C@H]2O)O1 | -1% | 18%
O=c1nc2n(CCO)c3ccccc3cc-2c(=O)[nH]1 | 0% | 36%[activator]
O=C(Nc1ccc(S(=O)(=O)NC2=NCCCCC2)cc1)c1cccs1 | 1% | ?
Cc1c(C(=O)N2CCC2)oc2c(F)cccc12 | -1% | 4%
CCN1C[C@@H]2[C@@H]3C(=O)N(Cc4ccccc4)C(=O)[C@@H]3[C@](Cc3ccccc3)(C(=O)OC)N2C1=NC1CCCCC1 | 0% | 11%[8.37 µM]
CC(=NNc1nc2ccccc2o1)c1cc2ccccc2cn1 | -4% | ?
COc1ccc(-c2cc(C(=O)NC3CCCC3)c3ccccc3n2)cc1OC | 1% | -27%
O=C(COC(=O)c1cccc(S(=O)(=O)N2CCOCC2)c1)NCc1ccc2c(c1)OCO2 | 0% | 3%
CCCCN1CC(COCc2ccccc2)Oc2cccc(Oc3ccc(C(C)C)cc3)c2S1(=O)=O (stereo unspecified) | 3% | -5%
CCOc1ccc(CCN2C(=O)C(=O)N([C@@H](CC(C)C)CN3CCC[C@@H]3CN3C(=O)C(=O)NC[C@@H]3Cc3ccccc3)C[C@@H]2Cc2ccc(O)cc2)cc1 | 1% | -8%
CCOc1ccccc1C(=O)OCC(=O)Nc1cccc(S(=O)(=O)N2CCCC2)c1 | 0% | 5%
CCN(CC(=O)NCc1cccs1)C(=O)c1cccc(Cl)c1 | 3% | 6%
COc1cc(N)c(Cl)cc1C(=O)OCC(=O)NCC1CCCCC1 | 3% | 10µM*
Cc1noc(C)c1S(=O)(=O)N(C)C[C@H]1Oc2ccc(NS(=O)(=O)c3cn(C)cn3)cc2C(=O)N([C@H](C)CO)C[C@@H]1C | -10% | 3.5µM*
COC(=O)CN1C(=O)[C@@H]2[C@H](C1=O)[C@@H]1CC(C(=O)OC)=C[C@@H](C(=O)OC)[C@@H]3C1=C(C(=O)[C@@]3(C)NC(=O)c1ccccc1)[C@@H]2C | 4% | -21%

Record cards, as listed above:
Listed for `CCn1c(=O)c(C(=O)Nc2cccnc2)c(O)c2ccccc21` = TbPYK inhibitor: -1%; HCV inhibitor: -2%
Listed for `COc1ccc(-c2cc(C(=O)NC3CCCC3)c3ccccc3n2)cc1OC` = TbPYK inhibitor: 1%; HCV inhibitor: -27%

Additional records.
Results follow in this order: TbPYK inhibitor, HCV inhibitor
COC(=O)C1=C(c2cccc(OC)c2OC)C[C@@H]2CC[C@H]1N2C(=O)NCc1ccco1
  3%, 5%
C=CCn1cnnc1SCC(=O)N(C)CC1COc2ccccc2O1 (stereo unspecified)
  1%, 3%
CC1CCCCC12NC(=O)N(CC(=O)NNC(=O)c1ccc(Br)cc1)C2=O (stereo unspecified)
  -2%, 0%
c1ccc(C[C@H]2CN=C(Nc3ccccc3)N2CC2CCCCCC2)cc1
  1%, ?
O=C(NCCCCc1ccccc1)c1cccc(NC(=O)C2CCC2)c1
  1%, ?
COC(=O)[C@H](CC(C)C)N(Cc1ccccc1)S(=O)(=O)N(Cc1ccccc1)[C@@H](CC(C)C)C(=O)OC
  15%, 7%
O=C(Nc1ccccc1)[C@@H]1CCCN1S(=O)(=O)c1ccc(Cl)cc1
  0%, -1%
Clc1ccc(C=NN2CCCCCC2)cc1
  3%, -16%
CCCN(CC(=O)Nc1ccccc1OC)C(=O)c1ccc(S(=O)(=O)Nc2ccccc2OC)cc1
  -6%, -24%
CC(C)C(NC(=O)C1(NC(=O)OCc2ccccc2)CCCC1)C(=O)O (stereo unspecified)
  -1%, 26%
O=C(CSc1ccccn1)N1CCNC1=O
  5%, 9%
CCOCCCNCC(=O)Nc1cc(S(=O)(=O)N2CCOCC2)ccc1N1CCOCC1
  2%, 11%
CCN1C[C@@H]2[C@@H]3C(=O)N(Cc4ccccc4)C(=O)[C@@H]3[C@](CC)(C1=O)N2C(=O)c1ccc(F)cc1
  -3%, 18%
CCCc1cc(=O)[nH]c(SCC(=O)Nc2ccc(C(=O)Nc3ccccc3OC)cc2)n1
  -3%, ?
COc1ccc(CN(C)C(=O)Cn2cnc3c(SC)nc(N)nc32)cc1OC
  0%, 4.5µM*
CCN(C(=O)COC(=O)CSc1ccc(C)cc1C)c1c(N)n(Cc2ccccc2)c(=O)[nH]c1=O
  24%, 9%
O=C(COC(=O)c1ccc(Cl)cc1[N+](=O)[O-])NCc1ccco1
  1%, 6%
C[C@H](CO)N1C[C@H](C)[C@@H](CN(C)Cc2ccc(Cl)c(Cl)c2)Oc2ccc(NC(=O)Cn3cnnn3)cc2C1=O
  2%, 9%

Among those listed so far, 4 have bromine.
Results follow in this order: TbPYK inhibitor, HCV inhibitor
O=C(Nc1ccc(Br)c(Br)c1)C1CCCO1 (stereo unspecified)
  1%, 21%
O=S(=O)(N[C@H](CO)Cc1ccccc1)c1ccc(Br)cc1F
  -3%, ?
COc1ccc(C(=O)c2ccc(Br)cc2)c(OC)c1OC
  -2%, -3%
CC1CCCCC12NC(=O)N(CC(=O)NNC(=O)c1ccc(Br)cc1)C2=O (stereo unspecified)
  -2%, 0%

A portion of the library. The share of hits here may be higher or lower than overall.
